Screening data as filed in PubChem BioAssay.
AMA1 RON2 block – AMA1-RON2 (P. falciparum) interaction inhibition; AlphaScreen AMA1-biotinylated RON2 peptide binding; hit rate 0.2% among 360,000; Potency, µM (series often up to 58.2 µM), inactives show at the top dose activity change, negative = inhibition, hits mostly inhibitors;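 further: potency means the concentration at half of the fitted maximal effect; 0% = vehicle wells and -100% = peptide control; nearly all actives have a fitted effect of over 45% in size; some results filed as inactive show a strong effect at the top dose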
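AMA1 (3D7) with his tag at 25 nM final met compounds first, then biotinylated RON2 peptide at 25 nM; detection used donor plus acceptor beads, 10 µg/mL apiece, read by AlphaScreen after 30 min at room temperature.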
HCV inhibitor – inhibitors of hepatitis C virus infection; Potency, µM (titrated, usually from 41.8 µM), without a hit: top-dose activity change, negative = inhibition, actives largely listed as inhibitors; Huh7.5.1 HCVcc-Cre infection, luciferase reporter, 44 h; hit rate 3.4% among 340,000; further: potency means the concentration at half of the fitted maximal effect
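A cell-based infection assay in which seeded cells (1,000 per well) receive test compound after 4 h, are inoculated with HCVcc-Cre at approximately 0.5 moi, and are incubated 44 h before luminescence detection.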
AmpC inh no detg – AmpC beta-lactamase inhibition without detergent; P00811; AID 485341; Potency, µM (highest dose often 57.1 µM), inactives show at the top dose activity change, negative = inhibition, most hits filed as inhibitors; hit rate 0.52% among 330,000; AmpC nitrocefin hydrolysis, absorbance 480 nm, 0.0001% Triton;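 further: potency means the concentration at half of the fitted maximal effect; plate controls were no compound for no effect and no enzyme for full effect; nearly all actives have a fitted effect of over 20% in size; some results filed as inactive show a strong effect at the top dose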
Target sequence (P00811 whole entry, looked up): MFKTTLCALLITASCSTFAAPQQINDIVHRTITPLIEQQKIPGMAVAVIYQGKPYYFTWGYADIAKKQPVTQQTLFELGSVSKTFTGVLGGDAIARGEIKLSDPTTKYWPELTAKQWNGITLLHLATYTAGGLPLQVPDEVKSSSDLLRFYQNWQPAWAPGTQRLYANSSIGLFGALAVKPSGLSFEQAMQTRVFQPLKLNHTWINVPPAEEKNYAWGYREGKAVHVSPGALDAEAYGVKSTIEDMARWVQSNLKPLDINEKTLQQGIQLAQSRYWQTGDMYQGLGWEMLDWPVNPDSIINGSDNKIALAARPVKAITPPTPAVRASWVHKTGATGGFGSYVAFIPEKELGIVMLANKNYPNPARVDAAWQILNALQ
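AmpC (5.3 nM in the dispensed reagent) in 20 mM phosphate pH 7.0 with 0.01% (detergent screen) or 0.0001% Triton X-100 was preincubated with compounds for 15 min at room temperature. Nitrocefin was then added from an 800 uM solution, and hydrolysis was followed at 480 nm.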
LmPK inhibitor – LmPK (Leishmania mexicana) enzyme inhibition; Q27686; purified LmPK, Kinase-Glo ATP luminescence, 1 h; Potency, µM (doses to about 57.5 µM), inactives show top-dose activity change, negative = inhibition, usual class: inhibitors; hit rate 0.37% among 290,000; AID 1721; further: potency means the concentration at half of the fitted maximal effect
Target sequence (Q27686 whole entry, looked up): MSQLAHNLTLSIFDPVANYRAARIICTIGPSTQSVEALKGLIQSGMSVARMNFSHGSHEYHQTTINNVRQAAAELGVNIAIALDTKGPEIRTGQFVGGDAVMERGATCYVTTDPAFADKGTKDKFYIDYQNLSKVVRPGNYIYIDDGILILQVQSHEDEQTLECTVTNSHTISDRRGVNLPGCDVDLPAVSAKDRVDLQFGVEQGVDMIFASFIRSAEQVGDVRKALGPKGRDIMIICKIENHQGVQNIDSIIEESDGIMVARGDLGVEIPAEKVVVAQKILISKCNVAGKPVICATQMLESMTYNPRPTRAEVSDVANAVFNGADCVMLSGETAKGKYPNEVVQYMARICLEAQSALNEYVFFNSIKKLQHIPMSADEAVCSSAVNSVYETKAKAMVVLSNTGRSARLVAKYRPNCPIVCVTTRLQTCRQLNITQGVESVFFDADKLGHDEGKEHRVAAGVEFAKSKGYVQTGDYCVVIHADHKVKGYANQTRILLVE
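Screened at intermediate enzyme activity to detect both inhibitors and activators: LmPK at 0.1 nM, with a 0.5 nM enzyme column as activation reference. PEP 0.5 mM, ADP 0.1 mM; ATP detected by luminescence after 1 h.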
Tb PYK inh – inhibitors of Trypanosoma brucei pyruvate kinase; TbPYK enzyme, Kinase-Glo Plus ATP luminescence, 45 min; hit rate 0.12% among 410,000; Q57TT1; Potency, µM (series often up to 76.8 µM), for the others: top-dose activity, negative = inhibition, hits mostly inhibitors; further: potency means the concentration at half of the fitted maximal effect; nearly all actives have a fitted effect of over 50% in size
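T. brucei PYK with substrate was exposed to pin-transferred compounds across a concentration series, then started with 130 uM ADP (final). After 45 min at room temperature, Kinase-Glo Plus luminescence was read, normalized and curve-fitted.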
AmpC detergent – AmpC beta-lactamase inhibition with detergent present; P00811; AmpC hydrolysis of nitrocefin, absorbance 480 nm, 0.01% Triton; Potency, µM (doses to about 114 µM), for inactives: top-dose activity change, negative = inhibition, most hits filed as inhibitors; hit rate 0.041% among 370,000; AID 485294;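 further: potency means the concentration at half of the fitted maximal effect; 0% = no-compound wells and -100% = no-enzyme wells; nearly all actives have a fitted effect of over 25% in size; some results filed as inactive show a strong effect at the top dose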
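AmpC (5.3 nM in the dispensed reagent) in 20 mM phosphate pH 7.0 with 0.01% (detergent screen) or 0.0001% Triton X-100 was preincubated with compounds for 15 min at room temperature. Nitrocefin was then added from an 800 uM solution, and hydrolysis was followed at 480 nm.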
HCMV inh – human cytomegalovirus inhibition. hit rate 4.5% among 410,000. activity change, negative = inhibition, % at 57.5 µM. AID 1259415. HFF cells, HCMV-luciferase reporter, 72 h; active compounds read low; in the data active means activity change below about -60%; inconclusive means no clear call, values can overlap the other calls; inactive means above about -39%
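Two compound doses tested in HFFs infected with HCMV-luciferase, MOI 1 PFU/cell, 72 h at 37C. Lysate luminescence read with OneGlo; data normalized against buffer-only and 10uM Salinomycin inhibitor controls.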
Numbers without * were called inactive; ? = inconclusive; . = not tested or not shown; & = joins results of further samples; [ ] = another dose, or the depositor's remark. Unless noted, the call rests on the fitted dose curve; in most records, active means well fitted curve in the direction sought with a large enough effect; inconclusive means small, poorly fitted or top-dose-only effect, or another doubt; inactive means no such curve, though single readings can be large; an effect the other way counts as inactive or inconclusive. Unless noted, on the % scale 0 is the no-effect control and ±100 the full control effect. Compounds as they come. Share with any hit: about 7.5%.

A first look (4 entries):
SMILES	AMA1 RON2 block	HCV inhibitor	AmpC inh no detg	LmPK inhibitor	Tb PYK inh	AmpC detergent	HCMV inh
O=C(COC(=O)c1cc(S(=O)(=O)N2CCOCC2)ccc1Cl)Nc1ccc2c(c1)OCO2	3%	-5%&13%	-38%	5%	-6%	5%	54
CC(c1ccccc1)N(CC(=O)NC1CCCCC1)S(=O)(=O)c1cccc(C(F)(F)F)c1 (stereo unspecified)	25%	?	56%	1%	-3%	-8%	-5
Cc1ccnc(NCc2cccc3ccccc23)c1	-12%	?	-37%	-1%	-2%	1%	18
Cc1ccc(C(=O)OC(C)C(=O)NC2CCCCC2)cc1S(=O)(=O)N1CCCCC1 (stereo unspecified)	6%	?	39%	.	1%	4%	-7

All compounds of this part, previewed entries included:
SMILES	AMA1 RON2 block	HCV inhibitor	AmpC inh no detg	LmPK inhibitor	Tb PYK inh	AmpC detergent	HCMV inh
O=C(COC(=O)c1cc(S(=O)(=O)N2CCOCC2)ccc1Cl)Nc1ccc2c(c1)OCO2	3%	-5%&13%	-38%	5%	-6%	5%	54
CC(c1ccccc1)N(CC(=O)NC1CCCCC1)S(=O)(=O)c1cccc(C(F)(F)F)c1 (stereo unspecified)	25%	?	56%	1%	-3%	-8%	-5
Cc1ccnc(NCc2cccc3ccccc23)c1	-12%	?	-37%	-1%	-2%	1%	18
Cc1ccc(C(=O)OC(C)C(=O)NC2CCCCC2)cc1S(=O)(=O)N1CCCCC1 (stereo unspecified)	6%	?	39%	.	1%	4%	-7
CCn1cc(C2=NOC(C(=O)Nc3ccccc3C(=O)OC)C2)c(C)n1 (stereo unspecified)	3%	-17%	10%	3%	3%	-12%	-16
CCCCn1c2ccccc2c2nnc(SCC(=O)Nc3ccc(NC(C)=O)cc3)nc21	.	.	.	.	4%	1%	11
O=C(Nc1ccccc1)C(Cc1ccccc1)N1Cc2ccccc2C1=O (stereo unspecified)	.	.	.	.	-9%	18%	-9
C1CCC2CCCCC2C1 (stereo unspecified)	-1%	0%	-8%	.	-10%	1%	0
COc1cc([N+](=O)[O-])ccc1NC(=O)Nc1ccc2c(c1)OCCO2	-19%	7.1µM*	-36%	0%	-2%	-3%	6
CCCc1nc2ccccc2c(C(=O)OCC(=O)c2ccc3c(c2)NC(=O)CO3)c1CC	-6%	-19%	-28%	4%	.	-3%	33
O=C(CSc1nccc(=O)[nH]1)N1CCN(c2ccccc2)CC1	9%	1%	-18%	-4%	-11%	-9%	-21
CC(C)(C)S(=O)N1Cc2cc(C(=O)NCc3ccc4c(c3)OCO4)nc(-c3cccc(-c4ccncc4)c3)c2[C@H]1CCO (stereo partly specified)	-18%	.	.	.	-5%	.	-6
Cc1cc(C)c2[nH]c(C(=O)N3CCC(n4nccc4NC(=O)C4CC4)CC3)c(C)c2c1	11%	24%	141%[activator]	-7%	2%	-9%	-35
CNCCNC[C@H](Cc1cccc2ccccc12)NCCc1ccccc1	69%[activator]	?	40%	.	-1%	.	-100*
COc1ccc(OC)c2c1CC(C)(C)NC2=O	-1%	-2%	-21%	-3%	-1%	?	14
CCOc1ccc(NC(=O)N[C@@H](Cc2ccccc2)C(=O)O)cc1	10%	0%	-1%	-3%	2%	1%	-3
Cc1ccc(-n2ncc(C#N)c2N)cc1	-1%	10%	-4%	-3%	0%	3%	27
O=C1CCCc2cc(S(=O)(=O)N3CCC(C(=O)NCc4ccccc4)CC3)ccc2N1	5%	4%	-3%	3%	2%	-1%	0
O=C(Nc1nccs1)c1cccc(N2C(=O)C3C4C=CC(C4)C3C2=O)c1 (stereo unspecified)	12%	25%	-32%	-1%	11%	-1%	32
COc1ccc(N(CC(=O)NCc2cccc(OC)c2)S(=O)(=O)c2c(C)noc2C)cc1	9%	23%	21%	1%	6%	-7%	10

Individual results from the list:
COc1ccc(OC)c2c1CC(C)(C)NC2=O | LmPK inhibitor = -3%
CC(c1ccccc1)N(CC(=O)NC1CCCCC1)S(=O)(=O)c1cccc(C(F)(F)F)c1 (stereo unspecified) | AMA1 RON2 block = 25%

More compounds follow:
SMILES	AMA1 RON2 block	HCV inhibitor	AmpC inh no detg	LmPK inhibitor	Tb PYK inh	AmpC detergent	HCMV inh
CCCCc1[nH]c(=O)c(C#N)c2c1CSC(C)(C)C2	3%	6%	-24%	-3%	-4%	?	1
O=C(N/N=C/c1ccc(O)c([N+](=O)[O-])c1)c1ccncc1	50%[activator]	0%	-8%	?	13%	-6%	-8
Cc1cc(C)c(C(=O)COC(=O)[C@H](C)Nc2ccc(C(F)(F)F)cc2[N+](=O)[O-])c(C)c1	-1%	8%	-19%	4%	3%	-1%	50
COC(=O)c1cnc(Nc2cc(C)ccc2OC)c2ccccc12	94%[activator]	?	-13%	9%	7%	-5%	-31
Cc1noc(C)c1C(=O)NNc1ccc(C(C)C)cc1	-12%	16%	-4%	7%	-2%	-3%	7
Cc1ccc(OS(=O)(=O)c2c(C)nn(C)c2Cl)c(C)c1	5%	6%	-4%	-1%	-1%	-15%	-15
Oc1cccnc1CN1CCOCC1	68%[activator]	12%	.	.	3%	.	?
CC(C)(C)NS(=O)(=O)c1ccc(CCC(=O)Nc2ccc3c(c2)OCCO3)cc1	10%	-6%	-25%	0%	-11%	?	-11
CCCCNc1ncnc2c1cnn2-c1ccc(Cl)cc1	-7%	10µM*	-30%	1%	-2%	?	105
O=C(Nc1ccc2nc(-c3cccs3)c(-c3cccs3)nc2c1)N1CCOCC1	5%	?	136%[activator]	7%	-8%	-12%	4
CCC(=O)Nc1ccc(N2CCN(Cc3ccccc3)CC2)cc1	0%	6%	-9%	-2%	2%	?	8
O=C(N/N=C/c1ccc([N+](=O)[O-])o1)c1cn(-c2ccccc2)nc1-c1ccc(F)cc1	48%[activator]	-13%	-51%	3%	-7%	2%	-66*
COC(=O)C(C)Sc1nc2c(c(=O)n1-c1ccccc1)SCC2 (stereo unspecified)	-10%	15%	-11%	5%	1%	-19%	2
CC1CC(C)(C)CC2(C1)NC(=O)N(CC(=O)Nc1c(F)cccc1F)C2=O (stereo unspecified)	-7%	4%	-13%	.	0%	?	-20
COc1cc2nc(N3CCN(C(=O)OCc4ccccc4)[C@H](C(=O)NC(C)(C)C)C3)nc(N)c2cc1OC	-2%	?	60%[activator]	.	-7%	0%	?
CCCCOCCCNC(=O)C[C@@H]1C[C@@]2(C(=O)OCC)CCC=C2N(Cc2ccc3c(c2)OCO3)C1=O	0%	.	.	.	-8%	.	9
CCOc1ccc(NC(=O)CN(C)C(=O)CSC(C)C(=O)Nc2cc(C)on2)cc1OCC (stereo unspecified)	123%[activator]	-28%	55%	-2%	2%	-8%	-2
COc1cccc(CN(C)CC(=O)Nc2c(C)cccc2C(C)C)c1	38%[activator]	?	3%[2.29 µM]	-2%	-6%	-8%	-29
COc1ccc(C(=O)Nc2nc(-c3ccc([N+](=O)[O-])cc3)c(-c3ccccc3)s2)cc1	-1%	6.3µM*	.	.	-6%	.	-18
COc1ccc(-c2nn(-c3ccccc3)cc2C(=O)Nc2nc(CC(C)=O)ns2)cc1	58%[activator]	?	66%[activator]	3%	2%	-3%	30

3 structures from above, ordered by count of non-hydrogen atoms, high to low:
SMILES	AMA1 RON2 block	HCV inhibitor	AmpC inh no detg	LmPK inhibitor	Tb PYK inh	AmpC detergent	HCMV inh
CCCCOCCCNC(=O)C[C@@H]1C[C@@]2(C(=O)OCC)CCC=C2N(Cc2ccc3c(c2)OCO3)C1=O	0%	.	.	.	-8%	.	9
CCCCNc1ncnc2c1cnn2-c1ccc(Cl)cc1	-7%	10µM*	-30%	1%	-2%	?	105
Cc1ccc(OS(=O)(=O)c2c(C)nn(C)c2Cl)c(C)c1	5%	6%	-4%	-1%	-1%	-15%	-15

The list goes on:
SMILES	AMA1 RON2 block	HCV inhibitor	AmpC inh no detg	LmPK inhibitor	Tb PYK inh	AmpC detergent	HCMV inh
COc1cccc(/C=N/NC(=O)CNC(=O)c2cccs2)c1O	148%[activator]	?	-25%	-9%	-1%	-4%	-3
NNC(=O)c1cc(C23CC4CC(CC(C4)C2)C3)[nH]n1	32%[activator]	19%	-41%	1%	-1%	0%	-14
Cc1ccc(C)c(Cn2c(=O)c3c(nc4n3CCN4c3ccc(F)cc3)n(C)c2=O)c1	.	.	.	.	2%	4%	-29
CC(C)C(=O)Nc1ccc2nn(-c3ccccc3)nc2c1	0%	?	-21%	-2%	0%	3%	94
CCc1ccc(NC(=O)Cc2ccc(-n3cccc3)cc2)cc1	6%	7%	-32%	0%	-9%	-14%	-11
Cc1ccc(S(=O)(=O)N(C)c2c(C)ccc(S(=O)(=O)N3CCN(C=O)CC3)c2C)cc1	4%	-6%	121%[activator]	0%	-5%	-11%	-90*
COc1cccc(CCc2nnc(CCC(=O)NCCC3CCCCO3)o2)c1 (stereo unspecified)	-2%	6%	34%	1%	2%	-11%	9
Cc1ccc(N/C(N)=N/c2nc(CSc3ccccn3)cc(=O)[nH]2)c(C)c1	-7%	?	-11%	-1%	-21%	-4%	-69*
O=S(=O)(c1ccc(Cl)cc1)n1ccc(-c2cccc(OCc3c(F)cccc3Cl)c2)n1	7%	-24%	-49%	-5%	-2%	-2%	58
CC(=O)NC1CCCC(NC(C)=O)C1 (stereo unspecified)	-8%	12%	.	.	10%	.	-7
CC(C)CC(NC(=O)c1ccccc1)C(=O)OCC(=O)Nc1ccc(Br)cn1 (stereo unspecified)	-3%	-1%	-9%	-3%	-6%	3%	83
Cc1cc(C)c(NC(=O)c2ccccc2CCc2ccccc2)c(C)c1	-1%	-28%	-27%	2%	1%	-3%	-13
Cc1ccc(C)c(OCC(=O)Nc2ccc(S(=O)(=O)Nc3onc(C)c3C)cc2)c1C	.	.	.	.	-1%	5%	9
CC(=O)N1c2ccc(S(=O)(=O)N3CCCCCC3)cc2CC1C(=O)NCc1cccc(C)c1 (stereo unspecified)	.	.	.	.	-3%	12%	3
Cc1cc(CSc2ccccc2)ccc1NC(=O)c1ccc(C)c([N+](=O)[O-])c1	0%	-28%	-18%	5%	4%	5%	-36
O=C(NCC(c1ccco1)N1CCc2ccccc21)c1c(F)cccc1F (stereo unspecified)	-28%	-6%	-23%	.	-6%	-11%	-21
COC(=O)c1cccc(NC(=O)c2cccc([N+](=O)[O-])c2)c1	5%	?	-52%	-1%	-2%	?	28
